MIN6 prolif: inducers of MIN6 beta-cell proliferation, primary screen, ATP luminescence, uHTS. MIN6 cells proliferation, ATPlite luminescence, 48 h; cells starved in 0.2% serum; 100% = growth in 10% serum. proliferation, % at 10 µM. actives 0.29% (n = 330,000). AID 2380, 2010;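 active = compounds whose signal lies at least 3.5 SD above the mean of all wells on their plate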;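 note: 0% = DMSO-treated cells in low-serum medium and 100% = 10% serum control; some compounds called inactive have numbers as strong as hits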
SENP7 block: SENP7 protease inhibitors, primary screen, biochemical, luminescence, uHTS | AID 434973, 2010 | actives 1.5% (n = 330,000) | inhibition, % at 5 µM | recombinant SENP7, Z-RLRGG-aminoluciferin luminescence, 40 min;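 active = inhibition above about 50% at the single test dose, limit read from the data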;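 note: plate controls were DMSO with enzyme for no effect and no enzyme buffer wells for full effect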
PfG6PD inh: PfG6PD enzyme inhibitors, primary screen, biochemical, fluorescence intensity, uHTS | PfGluPho enzyme, NADPH resazurin-diaphorase fluorescence | inhibition, % at 20 µM | actives 0.78% (n = 350,000) | AID 504690, 2011;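 active = inhibition reaching at least a set limit at 20 µM in the primary screen, cut at about 59% in these data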;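 note: 0% = DMSO wells with substrate and 100% = DMSO wells lacking glucose-6-phosphate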
HKDC1 inh: HKDC1 hexokinase inhibitors, primary screen, biochemical, fluorescence, uHTS | recombinant HKDC1, G6PDH/diaphorase resazurin coupled fluorescence | actives 0.16% (n = 340,000) | inhibition, % at 20 µM | Q2TB90;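 active = inhibition above about 35% when tested at 20 µM, limit read from the data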;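 note: plate controls were DMSO wells with enzyme for no effect and DMSO wells lacking enzyme for full effect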
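Material – in-house recombinant HK5 (HKDC1) enzyme · Quantity – HKDC1 at 5 µg/mL · Buffer or medium – pH 8.0 Tris buffer with 10 mM MgCl2 · Reagent – glucose with 1 mM ATP · Dosing – single 20 µM dose · Times – reaction time 90 min, room temperature, protected from light · Technique – resorufin fluorescence at 613 nm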
SENP1 FRET inh: human SENP1 catalytic domain inhibitors, primary screen, biochemical, FRET, uHTS. actives 0.21% (n = 360,000). Sentrin-specific protease 1 (Homo sapiens), Q9P0U3. recombinant SENP1 catalytic domain, CyPet-SUMO1-YPet FRET cleavage. inhibition, % at 10 µM;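 active = inhibition at least 30% at 10 µM, raw YFP signal under a set limit, fluorescence ratio 0.5 to 1.5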;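 note: 0% = enzyme with DMSO and 100% = no enzyme wells; some results filed as inactive read as strong as hits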
Target sequence (Q9P0U3 419-644 limits assumed): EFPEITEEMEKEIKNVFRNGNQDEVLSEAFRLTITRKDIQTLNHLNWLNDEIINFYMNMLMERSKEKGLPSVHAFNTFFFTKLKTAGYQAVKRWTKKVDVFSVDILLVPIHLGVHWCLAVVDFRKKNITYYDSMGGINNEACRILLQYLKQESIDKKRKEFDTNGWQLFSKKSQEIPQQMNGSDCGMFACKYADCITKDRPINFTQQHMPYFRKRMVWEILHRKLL
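system = hSENP1 catalytic domain, recombinant | reagent = SFCypet-SUMO1-SFYpet substrate at 25 nM | doses = one dose per compound, 10 µM, 0.5% DMSO | incubation = enzyme reaction for 50 min at room temperature, dark | measured by = FRET, CFP and YFP emission | controls = no-enzyme low, enzyme-DMSO high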
SENP8 block-1: SENP8 protease inhibitors, primary screen, biochemical, luminescence; purified SENP8, Z-RLRGG-aminoluciferin cleavage; inhibition, % at 10 µM; actives 1.2% (n = 330,000); AID 2540, 2010; in the data active = inhibition above about 50%
Target sequence (Q96LD8 whole entry, looked up): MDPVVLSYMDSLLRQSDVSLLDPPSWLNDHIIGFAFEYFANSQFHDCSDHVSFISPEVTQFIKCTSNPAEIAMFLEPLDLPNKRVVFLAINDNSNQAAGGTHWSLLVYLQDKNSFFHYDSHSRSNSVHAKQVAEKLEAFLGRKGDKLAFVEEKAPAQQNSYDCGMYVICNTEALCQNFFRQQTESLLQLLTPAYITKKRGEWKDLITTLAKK
UBC13 inh: UBC13 polyubiquitin chain formation inhibitors, primary screen, biochemical, TR-FRET, uHTS; Ubiquitin-conjugating enzyme E2 N (Homo sapiens), P61088; inhibition, % at 20 µM; actives 0.47% (n = 330,000); in the data active = inhibition above about 45%, passing the limit was not always enough
Target sequence (P61088 whole entry, looked up): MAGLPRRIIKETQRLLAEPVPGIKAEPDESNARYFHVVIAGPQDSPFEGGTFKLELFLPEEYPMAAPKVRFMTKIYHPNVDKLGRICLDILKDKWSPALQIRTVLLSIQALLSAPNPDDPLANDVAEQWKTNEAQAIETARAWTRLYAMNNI
SENP8 block-2: human SENP8 protease inhibitors, primary screen, biochemical, fluorescence, Nedd8 protein substrate, uHTS; Sentrin-specific protease 8 (Homo sapiens), Q96LD8; recombinant SENP8; inhibition, % at 20 µM; actives 0.64% (n = 360,000); AID 602440, 2012; in the data active = inhibition mostly above about 40%, no sharp cut-off; inactive = mostly below about 27%
SENP6 block: SENP6 protease inhibitors, primary screen, biochemical, luminescence, uHTS; inhibition, % at 10 µM; Sentrin-specific protease 6 (Homo sapiens), Q9GZR1; actives 1.8% (n = 330,000); Recombinant SENP6 catalytic domain, aminoluciferin luminescence;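 active = inhibition above about 50% at the single tested dose, limit read from the data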;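 note: plate controls were DMSO wells with enzyme for no effect and DMSO wells lacking enzyme for full effect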
Target sequence (Q9GZR1 628-1112 limits assumed): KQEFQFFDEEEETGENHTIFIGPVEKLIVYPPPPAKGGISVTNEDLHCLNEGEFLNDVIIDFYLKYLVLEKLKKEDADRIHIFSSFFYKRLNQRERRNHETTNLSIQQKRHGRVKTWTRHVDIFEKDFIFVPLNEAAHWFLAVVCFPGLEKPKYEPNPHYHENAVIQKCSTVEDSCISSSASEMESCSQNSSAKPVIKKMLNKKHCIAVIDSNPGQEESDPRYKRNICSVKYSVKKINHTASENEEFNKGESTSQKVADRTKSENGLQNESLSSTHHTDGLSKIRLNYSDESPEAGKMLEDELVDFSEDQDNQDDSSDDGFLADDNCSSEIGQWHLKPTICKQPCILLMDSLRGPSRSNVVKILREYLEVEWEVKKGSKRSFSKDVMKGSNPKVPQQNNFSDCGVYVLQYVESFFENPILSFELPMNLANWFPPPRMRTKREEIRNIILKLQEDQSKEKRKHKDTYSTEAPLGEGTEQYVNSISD
* = called active by the depositor; nt = not tested or not shown.

SMILES	MIN6 prolif	SENP7 block	PfG6PD inh	HKDC1 inh	SENP1 FRET inh	SENP8 block-1	UBC13 inh	SENP8 block-2	SENP6 block
O=C(Nc1cc(NC(=O)c2ccccc2F)ccc1Cl)c1ccccc1	-2	-6	-4	1	0	4	2	16	-3
COc1ccc(N(CC(=O)N2CCCCC2)S(=O)(=O)c2c(C)nn(C)c2C)cc1	-1	4	-11	-4	1	-2	-3	7	-4
N#Cc1ccc(COC(=O)c2cnc3ccccc3n2)cc1	0	-6	10	-5	-3	-3	-19	0	-17
CCOc1ccccc1CNCc1ccc(C(=O)O)cc1	-2	4	-2	-10	0	3	1	13	-5
O=C(CSc1nnc2ccccn12)N1CCOCC1	-1	-2	-5	6	1	2	-7	-1	-19
Cc1ccc(CNS(=O)(=O)c2c(C(=O)N3CCCCC3)c(C)n(C)c2C)o1	-2	8	-2	1	0	12	-4	16	-1
Cc1ccc(N(Cc2cc3ccc(C)cc3[nH]c2=O)C(=O)c2ccco2)c(C)c1	-3	2	11	-5	1	9	-5	-23	1
COCCN(C(=O)C1CCC1)c1c(N)n(CC(C)C)c(=O)[nH]c1=O	-4	-2	-2	-3	-2	-11	-11	-3	-5
C#CCSc1nsc(SCC#C)c1C#N	-4	5	3	3	-1	5	11	9	0
CCn1ncc([N+](=O)[O-])c1C(=O)Nc1cc(C)on1	0	9	-2	-9	-1	-6	-6	20	-13
CC(C)(C)NC(=O)c1cc(NC(=O)c2ccco2)cc(NC(=O)c2ccco2)c1	-1	-3	-9	2	2	3	-6	15	-2
COc1ccc(Cc2nnc(NC(=O)c3ccccc3F)s2)cc1OC	-3	-8	-7	-4	-1	-3	3	11	-2
Cc1noc(C)c1C(=O)N(C)CC(=O)Nc1ccc(F)c(F)c1F	-1	-2	-15	1	2	-1	-6	20	-5
COc1ccc(CCNC(=O)CCc2nnc(Cc3ccc4c(c3)OCO4)o2)cc1	-3	3	-6	-2	-2	0	4	8	-3
COc1ccc(S(=O)(=O)N2CCn3c2nc2ccccc23)cc1	-2	-2	-2	2	2	-3	-2	16	-11
COc1ccccc1NS(=O)(=O)c1cc(C(=O)NCC(c2cccs2)N2CCOCC2)ccc1C (stereo not given)	-2	9	1	-4	-1	-7	1	1	-12
CCN1C(=O)C(CC(=O)Nc2ccc(OC)cc2)N(Cc2ccc(OC)c(OC)c2)C1=S (stereo not given)	-1	-3	4	-1	3	-3	1	24	-8
Cc1ccc(S(=O)(=O)N2CCCCC2)cc1C(=O)Nc1ccccn1	1	-5	2	-1	0	0	1	5	3
COc1cccc(C(=O)NCCN2CCN(c3ccccc3)CC2)c1	0	1	9	-7	0	-7	-2	28	-8
COc1ccc(/C=C/c2c(-c3ccc(OC)cc3)sc3cc(OC)c(OC)cc23)cc1	-2	4	17	-6	1	2	14	-389	0
O=C(CCn1nnc2ccccc21)OCC(=O)c1ccc(F)cc1	-1	-2	7	-5	-2	-2	0	10	-5
CCOC(=O)CC(NS(=O)(=O)c1ccc2[nH]cc(C(=O)O)c(=O)c2c1)c1ccc(OCC)c(OC)c1 (stereo not given)	0	0	3	-4	-1	-1	-2	-6	-6
CCCCCC(=O)Nc1nc(C)c(-c2csc(Nc3cc(Cl)ccc3C)n2)s1	-7	-8	16	1	-10	-8	-27	-150	2
C/C(=N\NC(=O)c1ccc(-c2ccccc2)cc1)c1ccco1	-3	8	16	-9	1	5	8	6	-14
NC(=O)CN1C(=O)C(=O)N(Cc2ccc(Cl)cc2)C1=O	0	0	-7	2	0	6	-1	16	-2

Rewritten with two lines to a compound: three of the compounds above
Each structure is followed by: MIN6 prolif | SENP7 block | PfG6PD inh | HKDC1 inh | SENP1 FRET inh | SENP8 block-1 | UBC13 inh | SENP8 block-2 | SENP6 block
> COc1ccc(Cc2nnc(NC(=O)c3ccccc3F)s2)cc1OC
  -3 | -8 | -7 | -4 | -1 | -3 | 3 | 11 | -2
> CCOc1ccccc1CNCc1ccc(C(=O)O)cc1
  -2 | 4 | -2 | -10 | 0 | 3 | 1 | 13 | -5
> Cc1ccc(S(=O)(=O)N2CCCCC2)cc1C(=O)Nc1ccccn1
  1 | -5 | 2 | -1 | 0 | 0 | 1 | 5 | 3

Other records:
SMILES	MIN6 prolif	SENP7 block	PfG6PD inh	HKDC1 inh	SENP1 FRET inh	SENP8 block-1	UBC13 inh	SENP8 block-2	SENP6 block
CCCNC(=O)N1CCC(c2ccc3c(c2)OCO3)CC1	2	-4	0	-4	1	8	1	36	15
O=c1[nH][nH]c(-c2ccccc2)c1C=Nc1cccc(Cl)c1	1	0	-11	7	4	0	3	28	-11
CC(C)NC(=O)C12CC3CC(C1)CC(C(=O)NC(C)C)(C3)C2	2	-5	11	-3	0	4	4	-1	-12
CCOC(=O)c1ccc(S(=O)(=O)N2CCN(C3CC(=O)N(c4ccc(OC)cc4)C3=O)CC2)cc1 (stereo not given)	nt	nt	10	-4	0	nt	nt	12	nt
N#C/C(=C(/O)COC(=O)c1ccc2c(c1)OCCO2)c1nc2ccccc2[nH]1	0	1	-21	3	-54	2	-5	-94	-1
Fc1ccc(-n2cc(CNCCc3cccnc3)c(-c3ccccc3Cl)n2)cc1	-5	4	1	0	-4	6	11	-42	20
COc1ccc([N+](=O)[O-])cc1Nc1ncnc2ccccc12	2	-3	-7	-8	1	-5	0	6	2
O=c1nc(N2CCOCC2)nc2n1CCO2	-3	-6	2	-5	2	-7	-2	6	2
COc1ccccc1N(CC(=O)NCc1ccccc1C)S(=O)(=O)c1ccc(C)cc1	1	1	12	-2	-14	1	5	-2	-20
Cc1ccc(S(=O)(=O)N(CCC(=O)NCc2ccccc2F)c2ccccc2)cc1	-1	4	10	-3	1	-12	4	13	-3
CCCCn1c(N)c(N(CCOC)C(=O)CSc2ccc([N+](=O)[O-])cc2)c(=O)[nH]c1=O	-1	10	6	-2	-11	-3	-8	-14	-18
O=C(COC(=O)[C@@H]1CCCN1C(=O)c1cccs1)Nc1cccc([N+](=O)[O-])c1	3	3	1	-17	0	2	9	15	4
O=C(NC1CC(=O)c2sccc21)c1cccc(C(F)(F)F)c1 (stereo not given)	2	-8	7	-4	-1	-14	-4	14	-14
NC(=O)C1=C[C@@H](c2ccccc2)C[C@@H](OCc2ccc(CO)cc2)O1	-3	4	13	6	1	-2	-2	2	4
O=C(N/N=C/c1cccs1)/C(=C/c1ccccc1)NC(=O)c1ccccc1	-2	-1	-1	-7	-5	0	-17	-11	-8
CC(=O)c1ccc(N(C(=O)Cn2nnc3ccccc32)C(C(=O)NC2CCCCC2)c2cn(C)nc2C)cc1 (stereo not given)	nt	nt	-14	-11	1	nt	nt	15	nt
CCCOc1ccc(CNC(=S)Nc2ccccc2)cc1Cl	-7	9	-8	1	0	0	3	4	2
O=C1CCC(C(=O)NCc2ccccc2)N1 (stereo not given)	-1	1	2	-1	0	-4	2	2	0
Cc1ccccc1C(=O)NCC(=O)OCCCOC(=O)CNC(=O)c1ccccc1C	-1	1	-3	2	3	0	-17	3	11
CC(C)(C)NS(=O)(=O)c1ccc2c(c1)oc(=O)c1cc(S(=O)(=O)NC(C)(C)C)ccc12	0	5	-12	15	-41	-1	7	-3	2
O=C(COC(=O)/C=C/c1cccc(F)c1)NC1CCCC1	-3	-2	-16	0	3	6	-6	11	-5
CC(=O)c1cccc(NC(=O)N2CCOCC2)c1	-2	3	1	6	-1	4	-6	0	-3
CC(=O)NC(NC(=S)Nc1cccc(Br)c1)C(Cl)(Cl)Cl (stereo not given)	0	5	12	15	1	4	3	22	3
COc1cccc(NC(=O)CCc2nnc3ccc(N4CCC(C)CC4)nn23)c1	-3	0	-4	-2	-1	-4	0	-24	-6
CC(C)CC(=O)Nc1cccc(-c2csc(-c3ccccc3)n2)c1	-3	-2	19	0	2	-6	-4	12	9

Part of the list above, reformatted:
molecule: CCCNC(=O)N1CCC(c2ccc3c(c2)OCO3)CC1
  MIN6 prolif = 2; SENP7 block = -4; PfG6PD inh = 0; HKDC1 inh = -4; SENP1 FRET inh = 1; SENP8 block-1 = 8; UBC13 inh = 1; SENP8 block-2 = 36; SENP6 block = 15

molecule: Cc1ccccc1C(=O)NCC(=O)OCCCOC(=O)CNC(=O)c1ccccc1C
  MIN6 prolif = -1; SENP7 block = 1; PfG6PD inh = -3; HKDC1 inh = 2; SENP1 FRET inh = 3; SENP8 block-1 = 0; UBC13 inh = -17; SENP8 block-2 = 3; SENP6 block = 11

Additional structures:
SMILES	MIN6 prolif	SENP7 block	PfG6PD inh	HKDC1 inh	SENP1 FRET inh	SENP8 block-1	UBC13 inh	SENP8 block-2	SENP6 block
Cn1nnnc1SCC(=O)Nc1ccccc1C(=O)NC1CC1	-5	-1	-10	2	-4	6	11	-15	1
CCCCNS(=O)(=O)C1CCS(=O)(=O)C1 (stereo not given)	-3	9	0	-12	0	2	-1	20	11
C=CCn1c(-c2c(C)nc3cc(C)ccn23)n[nH]c1=S	0	8	22	-6	1	1	0	7	0
Cc1ccc(CN(Cc2cc3cc(C)ccc3[nH]c2=O)C(=O)N2CCOCC2)cc1	0	3	-7	4	1	6	-7	-20	-6
O=C(COC(=O)c1cccc(S(=O)(=O)NCc2ccccc2)c1)c1ccc2c(c1)OCCO2	-3	1	-8	5	-1	1	4	2	-11
N#CCC(=O)N/N=C/c1cn(Cc2cccc3ccccc23)c2ccccc12	-5	13	-3	-5	0	-9	-21	14	-16
O=C(Nc1ccc(Cl)c(S(=O)(=O)N2CCCCC2)c1)C1=COCCO1	0	-16	-11	1	0	-5	-8	-8	-14
CC(C)Oc1ccc(Br)cc1C(=O)N/N=C/c1c[nH]c2ccccc12	0	6	6	0	-2	4	9	-103	-5
CC1Cc2ccccc2N1C(=O)CSc1nc(-c2ccccc2)cs1 (stereo not given)	-4	1	11	0	0	1	-11	5	-24
CCOC(=O)C1CCN(C(=O)c2ccccc2NS(=O)(=O)c2ccccc2)CC1	-2	3	4	-3	0	-1	1	-7	-7
CCCCCCCCOC(=O)c1c(CSC(=N)N)n(C)c2cc(Br)c(OC(C)=O)cc12	-3	0	-5	-20	3	4	96*	9	-14
Cc1cc(=O)c2c(C)ccc(C)c2[nH]1	1	0	1	17	2	3	11	-15	3
Cc1ccc(CNc2ccc(N3CCOCC3)c(C(=O)O)c2)s1	-3	2	1	-8	0	-1	5	-76	11
O=C(COc1ccccc1[N+](=O)[O-])NNC(=O)Nc1cccc2ccccc12	4	10	7	-2	-2	2	-2	-156	5
COc1cccc(CC(=O)N2CCN(S(=O)(=O)c3ccc(Br)cc3)CC2)c1	3	-2	8	5	0	3	1	-2	-1
NS(=O)(=O)c1ccc(NS(=O)(=O)c2ccc3c(c2)OCCO3)cc1	0	2	-21	-3	1	0	6	5	-14
O=C(CCN1C(=O)C2CCCCC2C1=O)Nc1nc2ccc(F)cc2s1 (stereo not given)	-1	-7	16	-5	-1	-13	-4	0	1
Cc1ccc(CNC(=O)CCCn2nc(C)n3ccnc3c2=O)cc1	2	3	0	-2	-2	2	3	12	-16
O=C(Nc1ccccc1Oc1ccccc1)c1cnccn1	0	2	-9	-2	1	-2	8	4	0
O=C(NC(=S)NC(c1ccccc1)c1ccncc1)c1ccccc1 (stereo not given)	0	9	-10	-1	-1	3	11	23	10
